# Hep lipid drop = modulators of hepatic lipid droplet formation; AML12 mouse hepatocytes, oleate lipid droplets, BODIPY imaging; inhibition, % at 6.5 µM; 0.4% of 240,000 active; AID 1656;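 active = lipid droplet intensity inhibited by at least 50%, with more than 500 cells counted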
#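 Technique: fluorescence imaging, 20x objective, two fields per well / Assay system: AML12 hepatocytes (mouse) / Measure: % inhibition of lipid droplet signal / Doses: 6.5 µM single-point dosing / Incubation: overnight exposure / Reagent: 100 µM oleic acid challenge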
# XIAP displacement = XIAP antagonists, biochemical, IAP family, fluorescence polarization (AID 1018); displacement, % at 20 µM; hits with a dose series show IC50 in µM; XIAP BIR domain, fluorescence polarization peptide displacement; higher % means a stronger effect; 0.007% of 200,000 active; in the data active = displacement above about 50%; also: a part of the inactive calls stands beside numbers as strong as those of hits
# Autophagy HCS = autophagy modulation, high-content screen; MEF GFP-LC3 puncta imaging; test concentration mostly 10 µM; calls only at 10 µM (by protocol); 0.98% of 190,000 active; AID 463193;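 active = percentage of spot-positive cells more than 3 SD above its plate mean, without a fluorescence outlier flag or 80% toxicity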;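 also: spot-positive cell cutoff set from DMSO-treated cells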
# MT stabilizer = stabilizes microtubules in HeLa cells. HeLa tubulin immunostaining HCS, 24 h; share of cells brighter than vehicle mean+2SD. % tubulin-high responders, % at 10 µM. 0.83% of 200,000 active;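 active = plate Z-score above 3 for both tubulin-high and condensed-nucleus cell shares, with cell loss under 80%, at 10 µM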;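 also: anti alpha tubulin signal scored within the nucleus-defined area of each cell; some results filed as inactive read as strong as hits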
# Dynein transport = blocks dynein driven cargo transport along microtubules. 0.47% of 220,000 active. AID 1381. z-score, hits read low. 3617.4 mouse cells, GR-EGFP nuclear translocation imaging; test concentration mostly 20 µM; stimulated with dexamethasone, 1 µM; active compounds read low;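 active = plate z-score of nuclear minus cytoplasmic receptor signal below a set negative limit, without overly bright fluorescence or cell loss, cut at about -3.5 in these data, passing the limit was not always enough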;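 also: z-score of nuclear minus cytoplasmic ring GR-EGFP intensity difference per well; some compounds called inactive have numbers as strong as hits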
#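 Buffer or medium: tetracycline-free induction medium containing charcoal-stripped FBS / Reagent: dexamethasone agonist, 1.0 µM final, for 30 min / Technique: automated 10x imaging of fixed Hoechst-stained cells / Times: induction 48 h, compound 1 h, agonist 30 min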
# Insulin prom up = MIN6 insulin promoter up-regulation; MIN6 insulin promoter-GFP reporter, high-content imaging; active compounds read high; z-score at 5 µM; 0.3% of 190,000 active; AID 1625;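 active = z-score above 3 at 5 µM with at least 500 cells counted in the well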
# WT yeast gro inh = growth inhibition of WT yeast, mitochondrial fusion screen | 2.1% of 190,000 active | inhibition, % at 10 µM | AID 1362 | mitochondrial fusion phenotypic screen, WT strain; in the data active = inhibition above about 58%; tested in S. cerevisiae
# CSM14.1 death rescue = rescue of cells from ER stress-induced death, primary screen, 384-well, CSM14.1, thapsigargin, ATP luminescence (AID 1222) | CSM14.1 thapsigargin-induced death rescue, ATP luminescence; higher % means a stronger effect | cellular ATP content (survival), % at 20 µM, or EC50 in µM where a hit was titrated | 190,000 tested, under 10 active;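 active = EC50 below 50 µM in the dose-response confirmation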;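 also: death triggered by thapsigargin at about 15 µM added after 2 h compound pretreatment; cell ATP read after overnight thapsigargin exposure of roughly 18 to 22 hours; normalized against plate controls of thapsigargin alone and 5% DMSO vehicle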
# bCat nuc transl = beta-catenin nuclear translocation modulation; HeLa beta-catenin nuclear translocation, immunofluorescence imaging; nuclear translocation activity, % at 5 µM; 0.3% of 190,000 active; AID 1665;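 active = nuclear translocation activity above 50% at 5 µM, with a well cell count of 50 or more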;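 also: per-cell ratio of nuclear to cytoplasmic median beta-catenin stain intensity; plate controls were DMSO negative control for no effect and GSK-3 inhibitor IX positive control for full effect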
#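 Signal – beta-catenin immunofluorescence imaging with DAPI · Test system – human HeLa cell line · Dosing – 5 µM primary single dose, 0.1% DMSO, 0.02–20 µM confirmation series · Measure – % activation, nuclear-to-cytoplasmic median beta-catenin signal ratio per cell · Incubation – 24 h compound exposure at 37°C, 5% CO2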
# WT yeast gro inh mutant strain = recorded beside WT yeast gro inh, whose call it bears; inhibition, %; mitochondrial fusion phenotypic screen, mutant strain inhibition
# Dynein transport cytoplasmic EGFP = further read-out of Dynein transport, marked with its call; z-score; measured here: cytoplasmic GR-EGFP intensity; active compounds read high
# Dynein transport nuclear GR-EGFP = recorded beside Dynein transport, whose call it bears; z-score; measured here: nuclear GR-EGFP intensity;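 lower value marks the stronger effect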
# Dynein transport cell count = also measured in Dynein transport; calls as there; z-score; measured here: cell count per field
# Insulin prom up cell count = further read-out of Insulin prom up, marked with its call; cell count; measured here: cytotoxicity, nuclei count;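 total cells summed across four imaged fields per well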
# Hep lipid drop cells 6.5 µM = recorded beside Hep lipid drop, whose call it bears; cell count; measured here: cell count, cytotoxicity flag;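 cells counted across two imaged fields per well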
# bCat nuc transl cell count 5 µM = further read-out of bCat nuc transl, marked with its call; cell count; measured here: cell count, cytotoxicity flag
# MT stabilizer Hoechst-high % = also measured in MT stabilizer; calls as there; % Hoechst-high responders; measured here: nuclear condensation Hoechst responders;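 share of cells brighter than vehicle mean plus two SD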
# MT stabilizer cytotoxicity % = second read-out of MT stabilizer, no call of its own (marks repeat the call); toxicity, %; measured here: cytotoxicity by cell density;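 0% = mean cell density of plate MIN control wells and 100% = no cells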
# Autophagy HCS cell loss 18 h = further read-out of Autophagy HCS, marked with its call; toxicity, %; measured here: cell loss, nuclei count;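 cell loss after 18 h compound exposure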
# Starred values were filed as active, the others as inactive; i = inactive; . = not tested or not shown.
# Values run as follows: Hep lipid drop | Hep lipid drop cells 6.5 µM | XIAP displacement | Autophagy HCS | Autophagy HCS cell loss 18 h | MT stabilizer | MT stabilizer Hoechst-high % | MT stabilizer cytotoxicity % | Dynein transport | Dynein transport cytoplasmic EGFP | Dynein transport nuclear GR-EGFP | Dynein transport cell count | Insulin prom up | Insulin prom up cell count | WT yeast gro inh | WT yeast gro inh mutant strain | CSM14.1 death rescue | bCat nuc transl | bCat nuc transl cell count 5 µM
- Cn1c(C(=O)N2CCN(Cc3ccc4c(c3)OCO4)CC2)cc2sccc21
    . | . | -1.9% | i | 10 | 3.4 | 3.4 | 10 | -0.6 | -0.12 | 0.033 | -0.27 | . | . | -7 | -2 | 0.3% | 0.7 | 1135
- CCCCNC(=O)CN(c1cc(C(F)(F)F)ccc1Cl)S(C)(=O)=O
    -6 | 639 | 2.4% | i | 11 | 1.9 | 2.3 | 3.3 | 0.19 | -0.22 | 0.098 | 0.28 | 0.38 | 1201 | 17 | -1 | -4.7% | 2.8 | 556
- O=C(Nc1ccc(Cl)cc1)N(Cc1cccnc1)Cc1ccco1
    5 | 696 | . | i | 1 | 3.0 | 1.4 | 9.2 | 0.23 | -0.24 | 0.61 | 1.6 | -0.4 | 1197 | 17 | 15 | -2.5% | . | .
- O=C1CC(Nc2ccc(N3CCOCC3)cc2)C(=O)N1c1ccccc1F (stereo not drawn)
    -3 | 762 | 0.6% | i | 0 | 1.3 | 4.2 | 5.9 | -0.3 | 1.3 | 0.26 | 0.66 | 0.22 | 1140 | 8 | -2 | -0.1% | 0.6 | 903
- CC(=O)C1=C(O)C(=O)N(c2ccc(Br)cn2)C1c1ccccc1F (stereo not drawn)
    . | . | -4.3% | i | -42 | 3.3 | 1.9 | 10 | -1.9 | -0.22 | -1.2 | 1.2 | 0.36 | 1639 | -16 | -9 | 0.6% | -2.3 | 987
- CC(=O)NNC(=O)CN1C(=O)/C(=C/c2ccccc2)SC1=S
    -33 | 558 | . | . | . | . | . | . | 0.64 | -0.18 | 1.4 | -2.1 | 0.84 | 835 | . | . | . | -1.0 | 1380
- O=S(=O)(O)c1nc2ccccc2n1Cc1ccc(Cl)cc1Cl
    . | . | -2.1% | i | -2 | 3.6 | 2.2 | 4.6 | 0.08 | -0.17 | 0.11 | -0.26 | -0.37 | 1380 | 19 | 26 | -1.5% | -2.0 | 1184
- Cc1ccc(S(=O)(=O)Nc2ccc(Cl)cc2)cc1NC(=O)Cn1cnc2c1c(=O)n(C)c(=O)n2C
    -20 | 570 | -3.1% | i | -12 | 2.4 | 5.2 | 5.8 | -0.4 | -0.31 | -0.33 | 0.57 | . | . | -3 | -18 | -1.3% | -0.5 | 953
- COc1ccc2[nH]c(=O)c(CN(CC3CCCO3)C(=O)Nc3ccccc3)cc2c1 (stereo not drawn)
    . | . | -7.4% | i | -14 | 1.6 | 1.2 | 4.3 | -0.19 | -0.24 | 0.034 | 0.77 | 0.41 | 1281 | -11 | 18 | -1.3% | -2.0 | 1413
- CC(c1ccco1)N(C(=O)c1ccccc1NS(=O)(=O)c1cc([N+](=O)[O-])ccc1Cl)c1ccccn1 (stereo not drawn)
    3 | 562 | 1.1% | i | -15 | 2.0 | 3.2 | 8.2 | -0.78 | -0.2 | -0.68 | 0.44 | 0.62 | 1295 | 27 | 10 | 3.3% | . | .
- COc1ccc(-c2csc3nc(C)nc(N4CCN(C(C)=O)CC4)c23)cc1OC
    -27 | 710 | -3.8% | i | -13 | 2.5 | 3.1 | 5.0 | -1.3 | -0.18 | -0.89 | -0.036 | 0.24 | 1338 | 2 | -14 | -1.2% | -2.5 | 1150
- Cn1cc(C(=O)NC2C3CC4CC(C3)CC2C4)cn1 (stereo not drawn)
    11 | 694 | -5.3% | i | 12 | 1.5 | 2.4 | 7.8 | -1 | -0.2 | -0.8 | 1.2 | -0.26 | 1317 | -13 | -9 | -1.4% | . | .
- CCCCN1C(=O)CCC(C(=O)O)C1c1ccccc1 (stereo not drawn)
    . | . | -3.2% | i | 1 | 1.7 | 2.2 | 11 | -0.85 | -0.23 | -0.69 | 0.96 | . | . | 13 | -2 | 0.9% | . | .
- Nc1ccc2c(c1)Oc1ccccc1C=C2
    14 | 685 | -6.9% | i | -12 | 3.4 | 2.2 | 11 | 0.61 | 0.00054 | 0.25 | -0.39 | 1.4 | 1335 | -15 | -27 | -1.1% | 3.8 | 1107
- Cn1c2ccccc2c2cc(/C=C(\NC(=O)c3ccccc3)C(=O)NCC(=O)O)ccc21
    6 | 743 | . | . | . | . | . | . | -0.051 | -0.17 | 0.36 | -0.2 | 0 | 1138 | . | . | . | 2.1 | 1257
- COC(=O)c1ccc(NC(=S)NC2CCCCC2C)cc1 (stereo not drawn)
    6 | 675 | -5.1% | i | -4 | 3.0 | 2.8 | 3.5 | -0.17 | 0.16 | -0.35 | -0.11 | 0.77 | 1555 | 34 | 16 | -3.1% | -3.4 | 1113
- COc1ccc(NC(=O)CN2c3cccc4cccc(c34)S2(=O)=O)c(OC)c1
    1 | 756 | -24% | i | -7 | 1.1 | 1.7 | 7.2 | -0.71 | -0.15 | -0.23 | 0.16 | 0.98 | 854 | 4 | 6 | -5.4% | 1.6 | 1082
- O=C(NCCN1CCN(c2ccccc2)CC1)c1ccc2c(c1)[nH]c(=S)n1c3ccccc3nc21
    0 | 690 | -2.6% | i | 8 | 2.3 | 2.2 | 9.0 | -0.9 | -0.23 | -0.76 | 1.2 | -0.1 | 1221 | 7 | 24 | -0.5% | -0.5 | 1132
- Cc1ccc(C)c(NC(=O)CNS(=O)(=O)c2ccccc2)c1
    3 | 751 | -2.6% | i | -3 | 2.6 | 1.7 | 5.1 | -0.99 | -0.24 | -0.72 | 0.93 | -0.27 | 1207 | -5 | 1 | . | . | .
- CCOc1ccc(NC(=O)CNC(=O)c2ccc([N+](=O)[O-])cc2)cc1
    9 | 664 | -5.1% | i | -8 | 4.4 | 1.4 | 15 | 0.091 | -0.29 | -0.001 | -0.039 | -0.23 | 1566 | -9 | 8 | -1.4% | -1.8 | 927

# Look-ups from the results shown:
# WT yeast gro inh result of O=C1CC(Nc2ccc(N3CCOCC3)cc2)C(=O)N1c1ccccc1F (stereo not drawn) = 8
# CSM14.1 death rescue result of COC(=O)c1ccc(NC(=S)NC2CCCCC2C)cc1 (stereo not drawn) = -3.1%

# Two records picked at random from the list so far, as already listed:
# Values run as follows: Hep lipid drop | Hep lipid drop cells 6.5 µM | XIAP displacement | Autophagy HCS | Autophagy HCS cell loss 18 h | MT stabilizer | MT stabilizer Hoechst-high % | MT stabilizer cytotoxicity % | Dynein transport | Dynein transport cytoplasmic EGFP | Dynein transport nuclear GR-EGFP | Dynein transport cell count | Insulin prom up | Insulin prom up cell count | WT yeast gro inh | WT yeast gro inh mutant strain | CSM14.1 death rescue | bCat nuc transl | bCat nuc transl cell count 5 µM
- CC(=O)NNC(=O)CN1C(=O)/C(=C/c2ccccc2)SC1=S
    -33 | 558 | . | . | . | . | . | . | 0.64 | -0.18 | 1.4 | -2.1 | 0.84 | 835 | . | . | . | -1.0 | 1380
- CC(=O)C1=C(O)C(=O)N(c2ccc(Br)cn2)C1c1ccccc1F (stereo not drawn)
    . | . | -4.3% | i | -42 | 3.3 | 1.9 | 10 | -1.9 | -0.22 | -1.2 | 1.2 | 0.36 | 1639 | -16 | -9 | 0.6% | -2.3 | 987

# More structures.
Structure	Hep lipid drop	Hep lipid drop cells 6.5 µM	XIAP displacement	Autophagy HCS	Autophagy HCS cell loss 18 h	MT stabilizer	MT stabilizer Hoechst-high %	MT stabilizer cytotoxicity %	Dynein transport	Dynein transport cytoplasmic EGFP	Dynein transport nuclear GR-EGFP	Dynein transport cell count	Insulin prom up	Insulin prom up cell count	WT yeast gro inh	WT yeast gro inh mutant strain	CSM14.1 death rescue	bCat nuc transl	bCat nuc transl cell count 5 µM
CC(C)(C)c1ccc(OCCCNC2CCCC2)cc1	8	662	-2.1%	i	-1	7.7	2.0	8.1	-0.31	-0.32	0.41	0.14	-0.41	1500	25	47	-1.0%	-1.5	1078
Cc1cc(O)cc2c(=O)c3ccccc3sc12	5	727	-3.6%	i	9	3.8	3.0	4.9	-0.75	-0.21	-0.036	0.36	-0.9	1245	3	33	.	6.3	813
Clc1ccccc1Cn1nc(-c2ccccc2)nc1-c1ccccc1	-27	625	-3.1%	i	1	4.0	2.9	8.3	0.12	-0.26	-0.16	0.076	-0.35	1440	55	5	-1.2%	-1.9	1125
CSC1=C(C#N)C(c2ccc(C)cc2)C2=C(CCCC2=O)N1 (stereo not drawn)	-2	586	-7.4%	i	-3	2.3	2.0	3.9	-0.78	-0.23	-0.43	-0.23	0.87	1356	-6	-6	.	.	.
Cc1ccc(N=Nc2ccc(O)c(/C=N\NC(=O)c3ccc(N)cc3)c2)cc1C	6	773	-8.3%	i	6	3.6	2.0	3.0	-0.52	-0.15	-0.17	0.58	.	.	2	-6	-4.2%	-9.1	1210
CCCCCCCCNC(=O)/C(C#N)=C/c1ccc2c(c1)OCCO2	-2	692	-9.4%	i	7	2.3	3.7	8.8	-0.21	-0.18	-0.34	-0.18	1.4	1237	-16	-9	-3.0%	-0.5	835
CCOC(=O)c1cnc2c(OC)cccc2c1N1CCN(c2ccccn2)CC1	4	683	-6.7%	i	0	4.0	1.6	8.4	2.4	-0.15	1.4	-2.3	-1.7	1138	9	24	2.6%	-0.9	1099
Cc1c(NC2=NC3(CCCCC3)Cc3ccccc32)c(=O)n(C)n1-c1ccccc1	-21	780	-0.6%	i	-9	2.7	0.4	8.4	1.2	-0.26	1.2	-0.071	0.2	1170	-14	-10	1.6%	-2.0	1247

# Compound activity (PubChem BioAssay)
